# H9c2 TAG inh: reduces triacylglycerol accumulation in H9c2 cells. Nile Red lipid (TAG) fluorescence; cells loaded with 200 µM oleic acid. inhibition, % at 12.5 µM. actives 0.66% (n = 230,000). AID 651582;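 active = pattern-corrected inhibition of lipid staining of at least 50% with the nuclear-stain viability signal not falling by more than 50%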;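 note: 0% = DMSO wells and 100% = triacsin C control wells; some results filed as inactive read as strong as hits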
# H9c2 TAG inh DAPI viability: recorded beside H9c2 TAG inh, whose call it bears; DAPI nuclei signal change (viability), lower = more cytotoxic, %;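 whole-well DAPI fluorescence read on a plate reader as a viability signal; minus 50 percent equals half of cells still viable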
# The depositor's hits bear a star. Some of the compounds tested; the hit share may differ from the screen's.
SMILES,H9c2 TAG inh,H9c2 TAG inh DAPI viability
O=S(=O)(NN1CCOCC1)c1ccc(Br)cc1,10,-17
CC1(C)C(=O)Nc2ccccc2N1C(=O)COC(=O)c1cc(S(=O)(=O)N2CCOCC2)ccc1F,-1,-3
CC12CCC(C(=O)Nc3cccnc3)(CC1=O)C2(C)C (configuration not stated),-24,1
CCC(O)(c1ccc(OC)cc1)C(CN1CCOCC1)c1ccccc1 (configuration not stated),-12,14
COc1ccc(OC)c(C=NNC(=O)NN=Cc2cc(OC)ccc2OC)c1,11,15
CC(=O)c1cccc(NC(=O)CSCc2ccccc2)c1,-11,-2
CCOC(=O)Cn1cc(C(=O)C(C)(C)C)c2ccccc21,-3,0
COc1ccc(NC(=O)CSc2nncn2C)cc1OC,12,3
CCCCCn1c2nc3ccccc3nc2c2c(=O)n(CC(C)C)cnc21,12,8
O=C(Cc1ccc(S(=O)(=O)N2CCOCC2)s1)NC1CCCCC1,7,-5
CC1CCc2sc(C(=O)NCC(C)(C)N3CCOCC3)cc2C1 (configuration not stated),11,-1
COc1ccccc1CNC(=O)COC(=O)c1ccccc1SCC(=O)N1CCCC1,-13,-7
Cc1ccc(-c2[nH]c3ccccc3c2C(C[N+](=O)[O-])c2ccco2)cc1 (configuration not stated),8,-8
CCCCn1c(N)c(N(CC(C)C)C(=O)c2ccncc2)c(=O)[nH]c1=O,1,-2
COc1ccc([C@H]2C[C@H](n3cc(C4CC4)nn3)[C@@H](O)CN2C(=O)C2CCCCC2)cc1,1,-9
Cc1ccccc1NC1=C(Cl)C(=O)OC1OC(C)C (configuration not stated),-8,8
COc1cc(CNc2ncnc3c2ncn3[C@H]2CN(Cc3ccncc3)C[C@@H](CO)O2)cc(OC)c1OC,-8,3
O=C(CC1Oc2ccccc2NC1=O)NCCCN1CCCC1=O (configuration not stated),11,17
Cc1csc2ncnc(N3CCN(S(=O)(=O)c4cccc(C(F)(F)F)c4)CC3)c12,-33,2
CCOc1cccc2sc(N3CCN(C(=O)c4ccc5ncsc5c4)CC3)nc12,-15,5
Cc1ccc(C(=O)CN2C(=O)NC3(CCc4ccccc43)C2=O)c(C)c1 (configuration not stated),-11,-1
CCN(CC)c1ccc(NC(=O)C2CC(=O)N(Cc3ccccc3)C2)cc1 (configuration not stated),-11,2
CCOc1ccc(Cc2nn[nH]n2)cc1,-12,28
Cc1ccc(Nc2nnc(SCC(=O)Nc3cc(C(=O)O)ccc3C)s2)c(C)c1,4,1
O=C(CN1CC(=O)Oc2ccccc21)OCC(=O)c1cccc(Br)c1,-5,9
# Continued.
SMILES,H9c2 TAG inh,H9c2 TAG inh DAPI viability
CC(=O)NC(CCS(C)(=O)=O)C(=O)Nc1c(C)cccc1C (configuration not stated),1,-1
CC(C(=O)NC(=O)NC1CCCCC1)N1CCN(c2ccc(O)cc2)CC1 (configuration not stated),19,-2
O=C(Oc1ccc2c(c1)CCC2)N1CCOCC1,-38,16
NS(=O)(=O)c1ccc(CCNC(=O)c2cc(-c3ccccn3)nc3ccc(Br)cc23)cc1,34,-32
CCC1=C(c2ccc(OC)cc2)CCC(C(=O)O)C1C (configuration not stated),1,10
O=C(Nc1ccccc1N1CCOCC1)c1cccnc1Cl,1,-4
O=C(CSc1nccn1-c1ccc(F)cc1)Nc1ccc2c(c1)OCO2,-10,-3
COc1cc2c(cc1OC)C(C(=O)Nc1ccc3c(c1)OCCO3)C1c3ccccc3CCN1C2=O (configuration not stated),-10,-6
CC(=O)c1c(C)[nH]c(C(=O)OCc2ccc(F)cc2Cl)c1C,-29,6
COc1cccc(CNC(=O)CCC2CCCN(Cc3cc4ccccc4o3)C2)c1 (configuration not stated),12,9
COCCC(=O)N1CCC(Oc2ccc(C(=O)N3CCCCC3CCO)cc2)CC1 (configuration not stated),-1,-8
Cc1ccc(OCC(=O)Oc2ccc(C(C)C)cc2)cc1,-11,-3
CCC(=O)Nc1nc2c(c(=O)[nH]1)CCCC2,0,-7
Cc1cccc(NC(=O)c2ccc3c(c2)C(=O)N(c2ccccc2C)C3=O)n1,-1,2
Cc1onc(-c2ccccc2Cl)c1C(=O)OCc1nnc(-c2ccccc2)o1,-22,3
COC(=O)c1cn(Cc2cccnc2)c(=O)c2ccccc12,-2,-9
CCC(C)Sc1ccc([C@H]2N[C@@](Cc3ccccc3)(C(=O)OC)[C@H]3C(=O)N(C)C(=O)[C@@H]23)cc1 (some centres not stated),3,-5
CCC(C(=O)OCC(=O)NC(=O)c1ccccc1)c1ccccc1 (configuration not stated),-6,-1
Fc1ccc(C2CC(c3ccccc3)Nc3ncnn32)cc1 (configuration not stated),8,0
CCC1(c2ccccc2)NC(=O)N(CC(=O)N(C)CC(=O)Nc2cccc(OC)c2)C1=O (configuration not stated),-11,2
COc1cc([C@H]2c3[nH]c4ccccc4c3C[C@H]3C(=O)N4[C@@H](c5cc(OC)c(OC)c(OC)c5)c5[nH]c6ccccc6c5C[C@H]4C(=O)N23)cc(OC)c1OC,50*,-36*
Cc1cccn2c(=O)c3cc(C#N)c(=N)n(Cc4cccnc4)c3nc12,5,1
O=C(NNC(=O)C12CC3CC(CC(C3)C1)C2)[C@@H]1C[C@H]1c1ccccc1,-3,1
CCc1nc(SCc2ccc(F)cc2)[nH]c(=O)c1C#N,-17,6
COC(=O)[C@H](Cc1ccccc1)NC(=O)[C@@]1(C)C[C@@H]1[C@@H](NC(=O)OCc1ccccc1)c1ccccc1,-3,-3
# Next part.
SMILES,H9c2 TAG inh,H9c2 TAG inh DAPI viability
O=C(OCC(=O)N1CCNC1=O)c1ccccc1Cl,8,-1
CC(=O)N(C)c1ccc(NC(=O)Nc2ccc(Cl)cc2)cc1,18,-1
Cn1nnnc1SC(C(=O)Nc1ccc(F)cc1)c1ccccc1 (configuration not stated),-9,-5
Cc1ccc(NC(=O)N2CCCc3ccccc32)cc1C,-6,-6
COc1ccc(Br)cc1S(=O)(=O)N1CCCC1,-16,6
CSc1sc(C(=O)N2CCCCC2)c(-c2cccs2)c1C#N,-12,0
Cc1cc(OCC(O)CN2CCOCC2)cc(C)c1Cl (configuration not stated),-3,2
CCC1(c2ccccc2)NC(=O)N(CC(=O)Nc2cc(S(=O)(=O)N3CCOCC3)ccc2OC(C)C)C1=O (configuration not stated),5,-4
COc1ccc(NC(=O)c2ccc(OCc3c(C)noc3C)c(OC)c2)cn1,9,-3
CCC(C)C(NC(=O)OC(C)(C)C)C(=O)NC(C)C(N)=O (configuration not stated),-1,14
CNc1ccc2ncc(-c3ccc(OC)c(OC)c3)n2n1,17,-11
O=C(N/N=C/c1ccc(OC(=O)c2ccco2)cc1)c1ccncc1,11,4
COc1ccc(NC(=O)c2cccc([N+](=O)[O-])c2)cc1,0,8
NC(=O)NC(=O)CSc1nc2cc([N+](=O)[O-])ccc2n1-c1cccc(C(F)(F)F)c1,13,-7
N#CC(C#N)=C1C=CC=CN1/C(=C\c1ccco1)C(=O)c1ccc(-c2ccccc2)cc1,75,-66
Cc1ccc(OCCC(=O)OCC(=O)NC(=O)NC2CCCCC2)cc1,19,0
CC(=O)n1cc([C@H]2C=C(C(N)=O)O[C@@H](OCc3ccc(CO)cc3)C2)c2ccccc21,-46,6
Cc1ccc(S(=O)(=O)NC(=O)c2cccc(C)c2)cc1,11,-1
COCCN(C(=O)COC(=O)c1ccccc1NCc1ccco1)c1c(N)n(Cc2ccccc2)c(=O)[nH]c1=O,-7,19
CC(=O)N(CCC(c1ccco1)C(C)C)Cc1ccc(OC(C)C)cc1 (configuration not stated),-3,0
CC1CCN(C(=O)COC(=O)Cc2c[nH]c3ccccc23)CC1,9,-4
C=CCNC(=O)c1ccccc1NC(=O)c1ccccc1N(C)S(C)(=O)=O,8,-7
O=C(Nc1cccc(Cl)c1)OCCN1CCN(Cc2ccccc2)CCC1=O,-1,-2
COc1ccc(OC)c(/C=C/C(=O)OCC(=O)N2CCCCC2)c1,9,4
CC(C)NC(=O)Nc1cccc2c1O[C@H](CN(C)S(=O)(=O)c1cccs1)[C@@H](C)CN([C@H](C)CO)C2=O,4,0

# In a second layout: 4 of the compounds above.
CC(=O)n1cc([C@H]2C=C(C(N)=O)O[C@@H](OCc3ccc(CO)cc3)C2)c2ccccc21
- H9c2 TAG inh: -46
- H9c2 TAG inh DAPI viability: 6

O=C(OCC(=O)N1CCNC1=O)c1ccccc1Cl
- H9c2 TAG inh: 8
- H9c2 TAG inh DAPI viability: -1

Cn1nnnc1SC(C(=O)Nc1ccc(F)cc1)c1ccccc1 (configuration not stated)
- H9c2 TAG inh: -9
- H9c2 TAG inh DAPI viability: -5

COCCN(C(=O)COC(=O)c1ccccc1NCc1ccco1)c1c(N)n(Cc2ccccc2)c(=O)[nH]c1=O
- H9c2 TAG inh: -7
- H9c2 TAG inh DAPI viability: 19

# Additional compounds:
SMILES,H9c2 TAG inh,H9c2 TAG inh DAPI viability
Cc1ccc(S(=O)(=O)NN2C(=O)c3ccccc3NC2c2ccccn2)cc1 (configuration not stated),1,16
Cc1cccc(-n2c(Cc3cc(=O)[nH]c(=O)[nH]3)nnc2SCC(=O)NCC2CCCO2)c1 (configuration not stated),1,-1
CSc1cccc(NC(=O)CN(c2cc(C)ccc2C)S(C)(=O)=O)c1,1,-1
CSc1ccc(CN2CCCC(CNC(=O)c3ccc(F)cc3)C2)cc1 (configuration not stated),-3,-5
COc1ccc(OC)c(NC(=O)c2cccnc2Sc2cc(C)ccc2C)c1,-2,-5
COc1cccc(-c2sc3ccc(OC)cc3c2C#CCC(C)O)c1 (configuration not stated),-8,16
NC(=O)COc1ccc(/C=N\NC(=O)c2ccc(-c3ccccc3)cc2)cc1,4,24
Clc1ccccc1CSc1cnnc2ccccc12,-1,2
O=C(O)c1cccc(NC(=S)NC(=O)c2ccc3ccccc3c2)c1,10,-1
Cn1c(=O)c([N+](=O)[O-])c(NCC(O)c2ccccc2)c2ccccc21 (configuration not stated),5,12
O=C(COc1ccc(S(=O)(=O)Nc2ccccc2)cc1)NCc1ccccn1,0,-3
O=C(Cc1ccccc1)Nc1ccc2oc(-c3ccncc3)nc2c1,14,-4
COc1ccc(CCNC(=O)C(=O)c2cn(CC(=O)N3CCCC3)c3ccccc23)cc1,20,-4
Nc1[nH]n(-c2ccccc2)c(=O)c1N=Nc1ccccc1,17,-9
CCCCC(=O)N1C/C=C\C(c2ccc(OC)cc2)N(Cc2ccc(F)cc2)C(=O)[C@H]1Cc1ccccc1 (some centres not stated),2,-7
Cc1ccc(C(C(=O)NC2CCCCC2)N2CCCC2)cc1 (configuration not stated),5,-7
COc1cc(NC(=O)c2sc3ncn(CC(=O)N4CCCCC4C)c(=O)c3c2C)cc(OC)c1OC (configuration not stated),-3,-10
Cc1ccc(-c2cc(Cc3ccc(F)cc3)c(=O)[nH]n2)cc1,23,-10
O=C(Nc1ccncc1)c1cc(F)cc(F)c1,-11,6
c1ccc(-c2cn3c(n2)CCC3)cc1,-15,9
O=C(NCc1ccccc1)c1nc[nH]c1C(=O)N1CCN(c2ccccc2)CC1,-2,11
O=C(O)/C=C/C(=O)Nc1ccc2c(c1)C(=O)c1ccccc1C2=O,6,-1
Fc1ccc(C(CNC(=S)NC2CCCCC2)N2CCOCC2)cc1 (configuration not stated),-7,-9
O=C(C1CN(C(=O)c2cc3ccccc3o2)c2ccccc2O1)N1CCCCC1 (configuration not stated),-11,-5
COc1ccc([C@H]2C[C@@H](n3cc(COC(=O)c4ccccc4)nn3)[C@H](O)CN2CC2CCCCC2)cc1,-9,8

# Whole records as entered above. Order of values: H9c2 TAG inh, H9c2 TAG inh DAPI viability
# Cc1ccc(-c2cc(Cc3ccc(F)cc3)c(=O)[nH]n2)cc1 is listed as 23, -10
# O=C(NCc1ccccc1)c1nc[nH]c1C(=O)N1CCN(c2ccccc2)CC1 is listed as -2, 11
# COc1cc(NC(=O)c2sc3ncn(CC(=O)N4CCCCC4C)c(=O)c3c2C)cc(OC)c1OC (configuration not stated) is listed as -3, -10
# CSc1ccc(CN2CCCC(CNC(=O)c3ccc(F)cc3)C2)cc1 (configuration not stated) is listed as -3, -5
# Cc1ccc(C(C(=O)NC2CCCCC2)N2CCCC2)cc1 (configuration not stated) is listed as 5, -7

# Arranged by count of non-hydrogen atoms (falling): some entries from above.
SMILES,H9c2 TAG inh,H9c2 TAG inh DAPI viability
COc1cc(NC(=O)c2sc3ncn(CC(=O)N4CCCCC4C)c(=O)c3c2C)cc(OC)c1OC (configuration not stated),-3,-10
Cc1ccc(S(=O)(=O)NN2C(=O)c3ccccc3NC2c2ccccn2)cc1 (configuration not stated),1,16
Cn1c(=O)c([N+](=O)[O-])c(NCC(O)c2ccccc2)c2ccccc21 (configuration not stated),5,12

# Going on with the list.
SMILES,H9c2 TAG inh,H9c2 TAG inh DAPI viability
Cn1/c(=N/N=C/c2ccc(Cl)c([N+](=O)[O-])c2)sc2ccccc21,-12,-1
CCN(CC(=O)Nc1ccc(NC(C)=O)cc1)C(=O)C1CC(=O)N(Cc2ccc(C)cc2)C1 (configuration not stated),16,4
O=C(CCNS(=O)(=O)c1ccccc1C(F)(F)F)NCCCSc1ccccc1,5,-3
Cc1ccc(CSc2nnc(-c3ccc4c(c3)OCO4)o2)cc1,-6,8
CC1(C)C(c2ccc(Cl)cc2)=[N+]([O-])C2(CCCC/C2=N\O)N1O (configuration not stated),-15,0
Cc1cccc(-c2noc(-c3ccccc3C(=O)NCc3ccco3)n2)c1,-2,4

# As entered above.
# O=C(CCNS(=O)(=O)c1ccccc1C(F)(F)F)NCCCSc1ccccc1 | H9c2 TAG inh DAPI viability: -3
# Cn1/c(=N/N=C/c2ccc(Cl)c([N+](=O)[O-])c2)sc2ccccc21 | H9c2 TAG inh: -12
# Cc1cccc(-c2noc(-c3ccccc3C(=O)NCc3ccco3)n2)c1 | H9c2 TAG inh DAPI viability: 4
# CCN(CC(=O)Nc1ccc(NC(C)=O)cc1)C(=O)C1CC(=O)N(Cc2ccc(C)cc2)C1 (configuration not stated) | H9c2 TAG inh: 16

# Assay outcomes as filed in PubChem BioAssay.
